# Screens: PubChem, Southern Research Specialized Biocontainment Screening Center
# H1N1 NS1A inhibition: NS1A inhibition, H1N1 influenza, cell based functional assay (AID 504329) | inhibition, % at 12.5 µM; hits with a dose series show IC50 in µM | 340,000 tested, 0.3% active | NS1A functional cell-based assay, percent inhibition; higher % means a stronger effect; in the data active = a potency from the dose series; inconclusive = inhibition above about 27% without an active follow-up result; note: strong numbers were not always called active
# M. tuberculosis HTS: M. tuberculosis growth inhibition, HTS (AID 449762); 330,000 tested, 0.59% active; inhibition, % at 25 µM, or IC50 in µM where a hit was titrated; M. tuberculosis H37Rv growth inhibition, 7H9 media; higher % means a stronger effect; in the data active = a potency from the dose series; inconclusive = inhibition above about 70% without an active follow-up result;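 note: bacterial growth assessed after seven days of incubation; strong numbers were not always called active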
# PhoP GFP inhibition: PhoP regulon inhibitors, Salmonella typhi PhoP promoter GFP reporter, confirmatory (AID 1850) | Salmonella Typhi PhoP-promoter GFP reporter, fluorescence, 4 h; higher % means a stronger effect | 310,000 tested, 0.33% active | inhibition, % at 50 µM; hits with a dose series show IC50 in µM; in the data active = a potency from the dose series; inconclusive = inhibition mostly from about 25% at the one dose, without a potency; inactive = the rest, 99 in 100 with inhibition below about 19%;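 note: 0% = induced wells with vehicle and 100% = uninduced wells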
# VEEV TC-83 Vero: inhibitors of VEEV TC-83 cytopathic effect, confirmation, Vero cells (AID 588727); one-dose inhibition, % at 20 µM; IC50 in µM for titrated hits; 350,000 tested, 0.13% active; Vero cells, VEEV TC-83 cytopathic effect inhibition; higher % means a stronger effect; in the data active = a potency from the dose series; inconclusive = inhibition mostly from about 14% at the one dose, without a potency; inactive = the rest, 99 in 100 with inhibition below about 12%; note: strong numbers were not always called active
# M. tuberculosis: growth inhibition of non-replicating M. tuberculosis (AID 488890); Mycobacterium tuberculosis non-replicating, growth inhibition; higher % means a stronger effect; inhibition, % at 25 µM, or IC50 in µM where a hit was titrated; 320,000 tested, 0.39% active; in the data active = a potency from the dose series; inconclusive = inhibition mostly from about 82% at the one dose, without a potency; inactive = the rest, 99 in 100 with inhibition below about 76%;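 note: plate controls were DMSO cells for no effect and high antibiotic wells for full effect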
# VEEV TC-83 Vero 10K pilot screen: second read-out of VEEV TC-83 Vero, no call of its own (marks repeat the call); inhibition, %; measured here: 10K pilot screen inhibition
# * hit, by the source's call; i = inactive; ? = inconclusive; nt = no result given.
SMILES,H1N1 NS1A inhibition,M. tuberculosis HTS,PhoP GFP inhibition,VEEV TC-83 Vero,M. tuberculosis,others
CC(=O)c1ccc(NC(=O)C2CCCN2S(=O)(=O)c2ccc(C)cc2)cc1 (stereo not drawn),2%,-6%,-7%,0.0%,-7%,
CC(C)CNC(=O)c1cccc(NC(=O)c2ccc(Cl)c([N+](=O)[O-])c2)c1,-2%,-7%,-2%,1.5%,19%,
O=C(Nc1nnc(SCc2ccc(F)cc2)s1)c1ccc2ncsc2c1,-8%,nt,-7%,1.8%,nt,
Cc1ccc(NC(=O)Nc2cccc3ccccc23)cc1,10%,-2%,19%,i,-7%,
FC(F)(F)c1ccc(N2CCN(Cc3ccc4c(c3)OCO4)CC2)nc1,-8%,9%,-3%,0.1%,73%,
CCn1c(C)cc(C(=O)CSc2nnc(-c3ccco3)o2)c1C,0%,-6%,nt,1.6%,-5%,
O=C1NC(=Nc2ccccc2)S/C1=C\c1cccn1-c1ccccc1,-8%,62%,-15%,9.8%,11%,
O=c1cc(O)c2ccc(O)cc2o1,0%,5%,2%,1.4%,11%,
COc1cc(-c2nnn(CC(=O)NC3CCS(=O)(=O)C3)n2)ccc1OCc1ccccc1 (stereo not drawn),2%,5%,0%,2.1%,22%,
COc1cc(C(=O)N/N=C/c2ccc(OC(=O)c3ccccc3Cl)c(OC)c2)ccc1O,-2%,-1%,-3%,11%,38%,

# Seven entries picked at random from the list so far, as already listed:
SMILES,H1N1 NS1A inhibition,M. tuberculosis HTS,PhoP GFP inhibition,VEEV TC-83 Vero,M. tuberculosis,others
O=C1NC(=Nc2ccccc2)S/C1=C\c1cccn1-c1ccccc1,-8%,62%,-15%,9.8%,11%,
CC(C)CNC(=O)c1cccc(NC(=O)c2ccc(Cl)c([N+](=O)[O-])c2)c1,-2%,-7%,-2%,1.5%,19%,
O=C(Nc1nnc(SCc2ccc(F)cc2)s1)c1ccc2ncsc2c1,-8%,nt,-7%,1.8%,nt,
CC(=O)c1ccc(NC(=O)C2CCCN2S(=O)(=O)c2ccc(C)cc2)cc1 (stereo not drawn),2%,-6%,-7%,0.0%,-7%,
COc1cc(-c2nnn(CC(=O)NC3CCS(=O)(=O)C3)n2)ccc1OCc1ccccc1 (stereo not drawn),2%,5%,0%,2.1%,22%,
FC(F)(F)c1ccc(N2CCN(Cc3ccc4c(c3)OCO4)CC2)nc1,-8%,9%,-3%,0.1%,73%,
O=c1cc(O)c2ccc(O)cc2o1,0%,5%,2%,1.4%,11%,

# Continuation.
SMILES,H1N1 NS1A inhibition,M. tuberculosis HTS,PhoP GFP inhibition,VEEV TC-83 Vero,M. tuberculosis,others
COc1cc2cnc(CCCC#N)cc2cc1OC,9%,0%,nt,0.5%,5%,
CC(C)(C)OC(=O)C[C@@H]1C/C=C\C[C@H](CC(=O)N(CCO)Cc2ccccc2)C(=O)N[C@@H](Cc2ccccc2)COC1=O,1%,3%,nt,0.6%,57%,
Cc1ccc(CNC(=O)COc2ccc(C(=O)c3ccc(F)cc3)cc2)cc1,20%,3%,-1%,i,61%,
CC1=N/C(=C/c2cc(Br)cc(Br)c2O)C(=O)O1,-8%,4%,-1%,1.0%,-13%,
COc1ccc(C(=O)Nc2ccc(C)cc2C(=O)c2ccccc2)c(OC)c1,-8%,?,-4%,1.7%,?,
CCN(CC)S(=O)(=O)c1ccc2nc(COC(=O)c3n[nH]c4ccccc34)[nH]c2c1,-1%,1%,2%,8.0%,3%,
CN(C)S(=O)(=O)c1cccc(C(=O)N2CCN(Cc3ccccc3)CC2)c1,3%,1%,-1%,4.7%,9%,
CCOc1ccsc1C(=O)NNC(=O)c1ccco1,18%,-3%,-7%,1.2%,13%,
COc1cccc(C(=O)N2CCCN(C)CC2)c1OC,-1%,7%,4%,i,-8%,
Cc1cccc(S(=O)(=O)Nc2ccc(S(=O)(=O)Nc3nccs3)cc2)c1,-18%,-4%,nt,7.3%,57%,
COc1cc(/C=C/c2c([N+](=O)[O-])c(=O)n(C)c(=O)n2C)cc(OC)c1OC,7%,-1%,-9%,1.2%,1%,
Cc1nnc(SCC(=O)NC(C)(C)C)n1NCc1c(F)cccc1Cl,11%,-13%,12%,1.2%,-15%,
Cc1c(C)c2c(OCC(=O)NCc3ccncc3)cc3c(c2oc1=O)CCC(C)(C)O3,2%,3%,0%,0.3%,-6%,
COc1ccc(-c2noc(CCC(=O)NCCCN3CCN(c4ccc(F)cc4)CC3)n2)cc1,4%,0%,-3%,i,30%,
COc1ccc(/C=C/C(=O)OC(C)C(=O)c2ccccc2)cc1OC (stereo not drawn),-5%,0%,9%,11%,-6%,
O=C1Nc2ccc(S(=O)(=O)N3CCOCC3)c3cccc1c23,-18%,-6%,-2%,2.5%,3%,
COc1ccc(CC(=O)NCc2ccc3c(c2)OCO3)cc1,-3%,18%,-17%,4.4%,-2%,
COC(=O)c1ccc(Cl)c(NC(=O)CSc2nnc(-c3ccncc3)o2)c1,-5%,-21%,-2%,5.3%,-16%,
Cc1cccc(OCCCC(=O)Nc2ccc(S(=O)(=O)Nc3onc(C)c3C)cc2)c1C,-1%,1%,5%,1.1%,25%,
CN(C)/C=C(\C#N)C(=O)Nc1ccc(O)cc1F,2%,-3%,5%,1.0%,-6%,VEEV TC-83 Vero 10K pilot screen=0.3
CCCCn1nc2cc(C(=O)NC[C@@H]3CCCO3)ccc2c1OCC,-3%,3%,-2%,0.2%,-9%,
N#C/C(=C\c1cc2c(cc1Br)OCO2)c1ccc(C(=O)O)cc1,-6%,3%,-2%,1.0%,12%,
Cc1ccc2sc(NC(=O)C3CC3)nc2c1C,1%,6%,-1%,2.6%,23%,
CCOc1ncccc1C(=O)OC(C)C(=O)NC(=O)NC1CCCCC1 (stereo not drawn),-3%,3%,2%,i,31%,
CCN1C2=C(C(=O)CCC2)C(c2ccc(O)c(Br)c2)C2=C1CCCC2=O,-5%,-11%,1%,2.5%,20%,
O=C(Nc1ccccc1C(F)(F)F)N1CCC(n2c(=O)[nH]c3ccccc32)CC1,-5%,-5%,0%,11%,-4%,
Cc1ccccc1CN1CCc2c(OCC(=O)N3CCCc4ccccc43)cccc2C1=O,-2%,-3%,-13%,8.1%,31%,
Cc1cc(C)n2ncc(S(=O)(=O)c3ccccc3)c2n1,-5%,-8%,4%,0.7%,-11%,
Cc1cc(C)n2nc(CC(=O)NC3CCCCCC3)nc2n1,3%,10%,4%,2.7%,-12%,
O=C(CN1CCN(C(=O)c2ccco2)CC1)Nc1ccc(F)cc1F,-5%,6%,8%,3.4%,2%,

# Nothing new here: entries from further up.
SMILES,H1N1 NS1A inhibition,M. tuberculosis HTS,PhoP GFP inhibition,VEEV TC-83 Vero,M. tuberculosis,others
CCCCn1nc2cc(C(=O)NC[C@@H]3CCCO3)ccc2c1OCC,-3%,3%,-2%,0.2%,-9%,
N#C/C(=C\c1cc2c(cc1Br)OCO2)c1ccc(C(=O)O)cc1,-6%,3%,-2%,1.0%,12%,
Cc1ccc2sc(NC(=O)C3CC3)nc2c1C,1%,6%,-1%,2.6%,23%,

# The listing picks up, repeating the two entries before the break.
SMILES,H1N1 NS1A inhibition,M. tuberculosis HTS,PhoP GFP inhibition,VEEV TC-83 Vero,M. tuberculosis,others
Cc1cc(C)n2nc(CC(=O)NC3CCCCCC3)nc2n1,3%,10%,4%,2.7%,-12%,
O=C(CN1CCN(C(=O)c2ccco2)CC1)Nc1ccc(F)cc1F,-5%,6%,8%,3.4%,2%,
CN1CCN(CCCNC(=O)c2ccc(NC(=O)C3=CSCCO3)cc2)CC1,-8%,2%,8%,i,-7%,
C=CCNC(=S)N1CCC(C(=O)c2ccc(Cl)cc2)CC1,-2%,-9%,-1%,0.4%,53%,
C[C@H]1[C@@H](c2ccccc2)Oc2ccc(Cl)cc2S(=O)(=O)N1Cc1ccc(F)cc1F,-5%,nt,nt,3.4%,nt,
Cc1cccc(NC(=O)/C(=C\c2ccc([N+](=O)[O-])o2)NC(=O)c2ccc(Cl)cc2)c1,1%,7%,2%,2.0%,33%,
Cc1ccc(/C=N/NC(=O)c2cc3c(ccc4ccccc43)o2)o1,17%,nt,nt,6.6%,nt,
CCN(Cc1ccncc1)C(=O)c1ccccc1NS(=O)(=O)c1ccc(F)cc1,9%,-6%,5%,0.7%,-4%,
O=C1CC(/C=C/c2ccccn2)=Nc2ccccc2N1,-3%,12%,-18%,7.3%,59%,
CCC(C)c1ccc(S(=O)(=O)N2CCN(C(=O)c3ccc(Cl)c(S(=O)(=O)N4CCOCC4)c3)CC2)cc1 (stereo not drawn),-3%,nt,nt,2.3%,nt,
CC(C)[C@@H]1CC[C@@H](C)c2c(-c3ccccc3)n[nH]c21,7%,?,2%,1.2%,46%,
CCCOc1ccc(-c2nn(-c3ccccc3)cc2/C=C2\SC(=S)N(C3CCS(=O)(=O)C3)C2=O)cc1 (stereo not drawn),20%,9%,-2%,3.4%,1%,
O=C(/C=C/c1cc([N+](=O)[O-])ccc1OC(F)F)Nc1cccc([N+](=O)[O-])c1,4%,-6%,-10%,0.8%,-4%,
Cc1cnc2c(C(=O)O)cnn2c1,-2%,-1%,5%,0.5%,-8%,
CCOc1ccc(-c2nn[nH]n2)cc1,1%,-3%,3%,2.3%,-5%,
COc1cc(C(=O)N/N=C/c2cn(Cc3ccccc3)c3ccccc23)ccc1O,20%,4%,7%,10%,-8%,
COC(=O)C(C)Oc1cc(OC(C)C(=O)OC)c2c(C)c(Cl)c(=O)oc2c1 (stereo not drawn),8%,1%,-25%,1.8%,72%,
Cc1nc(Nc2ccc(Cl)cc2Cl)sc1C(=O)Nc1ccccc1,3%,5%,-5%,0.1%,80%,
CC(C)C(=O)N1CCN(c2ccc(NC(=O)c3ccc4c(c3)OCCO4)cc2)CC1,-5%,-5%,9%,3.1%,0%,
O=C(O)c1ccc(-n2cccc2/C=C2/NC(=O)N(c3ccccc3)C2=O)cc1,-7%,1%,22%,1.6%,4%,
CCN=C(NCC)SC1CC(=O)N(CCc2ccccc2)C1=O (stereo not drawn),nt,3%,-27%,1.3%,?,
Cn1ncc([N+](=O)[O-])c1C(=O)N1CCCCCC1,-6%,nt,nt,0.6%,nt,
O=C(CN1C(=O)CCC1=O)Nc1cccc2c1C(=O)NC2=O,-6%,5%,10%,i,4%,
Cc1ccc(NC(=O)CSc2n[nH]c(-c3ccncc3)n2)c(C)c1,3%,17%,-17%,0.9%,6%,
CCOc1ccc(/C=N/Nc2ccc(C(F)(F)F)cc2[N+](=O)[O-])cc1O,7%,10%,-9%,0.8%,19%,
CSc1nc(N)nc(SCC(=O)OC(C)C)c1C#N,4%,4%,0%,i,16%,
CCOc1ccc(NS(=O)(=O)c2ccc(NC(=O)C3CC3)cc2)cc1,-1%,-1%,-1%,4.0%,-7%,
CCOc1ccc2c(c1)[nH]c(=S)n2C,-16%,4%,-1%,0.9%,?,
